Screening results (PubChem BioAssay)
SRC2 inh – inhibits human steroid receptor coactivator 2; Q15596; HEK293 GAL4-SRC2 luciferase reporter, luminescence; inhibition, % at 9 µM; 0.17% of 370,000 active; AID 651957;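 active = inhibition above the mean inhibition of all tested compounds plus 3 SD, set per campaign, cut at about 52% in these data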;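 note: 0% = DMSO treated cells and 100% = cells given Gossypol at 36 µM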
ABHD5-PLIN5 inh – blocks binding of human ABHD5 to perilipin-5; 0.78% of 360,000 active; Q00G26+Q8WTS1; Split G. princeps luciferase complementation, luminescence, 4 h; inhibition, % at 4 µM; AID 602281;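 active = inhibition above the mean inhibition across every tested compound plus 3 SD, cut at about 22% in these data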;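 note: 0% = DMSO only wells and the 100% control is not disclosed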
MC4R antag cAMP – human MC4R antagonism in cAMP assay | MC4R-expressing cells, MTII-stimulated cAMP, LANCE TR-FRET | inhibition, % at 6.5 µM | 0.48% of 360,000 active;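 active = inhibition above its plate's cutoff, the mean of tested wells on that plate plus 3 SD, cut at about 29% in these data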;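 note: 0% = Melanotan II alone and 100% = Melanotan II plus saturating MCL0020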
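material = U2OS cells stably expressing human melanocortin 4 receptor (MC4R) | also added = Melanotan II challenge | dosing = single nominal compound dose of 6.5 µM | detection = TR-FRET with Eu-cAMP and labeled anti-cAMP, 671 nm | replication = singlicate | timing = compound 30 min, challenge 1 h, detection 1 h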
NR2F2 inh – blocks human COUP-TFII nuclear receptor | AID 686940 | inhibition, % at 8.6 µM | P24468 | HEK293T NGFI-A luciferase reporter, luminescence | 0.7% of 370,000 active;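 active = inhibition above a per-plate cutoff, mean inhibition of test wells between control levels plus 3 SD, cut at about 38% in these data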;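 note: cells cotransfected with COUP-TFII expression vector driving the NGFI-A reporter; 0% = median of COUP-TF2 test wells and 100% = reporter-only cells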
NCOA3 inh – human NCOA3 inhibition; Q9Y6Q9; HEK293 GAL4-SRC3 luciferase reporter, luminescence; inhibition, % at 3.6 µM; 0.17% of 360,000 active;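 active = inhibition above a per-campaign cutoff, the mean of all compounds plus 3 SD, cut at about 60% in these data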;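 note: 0% = DMSO-treated cells and 100% = gossypol-treated cells at 36 µM; higher means less SRC3-driven luciferase light from the GAL4 reporter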
NOD2-RIPK2 inh – NOD2-RIPK2 protein interaction inhibition. AID 624267. inhibition, % at 4.98 µM. 0.38% of 360,000 active. CHO BLA complementation NOD2-RIPK2, CCF4 ratio; in the data active = inhibition above about 21%;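 note: 0% = vehicle only and 100% = reference blocker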
EBV LMP1 NFkB – Epstein-Barr LMP1 NF-kappaB reporter inhibition; AID 504558; LMP1-induced NF-kappaB luciferase reporter cells, luminescence; 0.69% of 350,000 active; inhibition, % at 12.5 µM; in the data active = inhibition above about 41%;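 note: 0% = neutral control wells and 100% = reference inhibitor control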
NCOA1 inh – human NCOA1 inhibition; Q15788; HEK293 GAL4-SRC1 luciferase reporter, luminescence; inhibition, % at 3.6 µM; 0.12% of 360,000 active; AID 588354;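 active = inhibition above the campaign mean plus 3 SD, with each screening campaign given its own cutoff, cut at about 60% in these data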;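 note: 0% = DMSO treated cells and 100% = gossypol at 36 µM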
Target sequence (Q15788 whole entry, looked up, the tested form may be a part): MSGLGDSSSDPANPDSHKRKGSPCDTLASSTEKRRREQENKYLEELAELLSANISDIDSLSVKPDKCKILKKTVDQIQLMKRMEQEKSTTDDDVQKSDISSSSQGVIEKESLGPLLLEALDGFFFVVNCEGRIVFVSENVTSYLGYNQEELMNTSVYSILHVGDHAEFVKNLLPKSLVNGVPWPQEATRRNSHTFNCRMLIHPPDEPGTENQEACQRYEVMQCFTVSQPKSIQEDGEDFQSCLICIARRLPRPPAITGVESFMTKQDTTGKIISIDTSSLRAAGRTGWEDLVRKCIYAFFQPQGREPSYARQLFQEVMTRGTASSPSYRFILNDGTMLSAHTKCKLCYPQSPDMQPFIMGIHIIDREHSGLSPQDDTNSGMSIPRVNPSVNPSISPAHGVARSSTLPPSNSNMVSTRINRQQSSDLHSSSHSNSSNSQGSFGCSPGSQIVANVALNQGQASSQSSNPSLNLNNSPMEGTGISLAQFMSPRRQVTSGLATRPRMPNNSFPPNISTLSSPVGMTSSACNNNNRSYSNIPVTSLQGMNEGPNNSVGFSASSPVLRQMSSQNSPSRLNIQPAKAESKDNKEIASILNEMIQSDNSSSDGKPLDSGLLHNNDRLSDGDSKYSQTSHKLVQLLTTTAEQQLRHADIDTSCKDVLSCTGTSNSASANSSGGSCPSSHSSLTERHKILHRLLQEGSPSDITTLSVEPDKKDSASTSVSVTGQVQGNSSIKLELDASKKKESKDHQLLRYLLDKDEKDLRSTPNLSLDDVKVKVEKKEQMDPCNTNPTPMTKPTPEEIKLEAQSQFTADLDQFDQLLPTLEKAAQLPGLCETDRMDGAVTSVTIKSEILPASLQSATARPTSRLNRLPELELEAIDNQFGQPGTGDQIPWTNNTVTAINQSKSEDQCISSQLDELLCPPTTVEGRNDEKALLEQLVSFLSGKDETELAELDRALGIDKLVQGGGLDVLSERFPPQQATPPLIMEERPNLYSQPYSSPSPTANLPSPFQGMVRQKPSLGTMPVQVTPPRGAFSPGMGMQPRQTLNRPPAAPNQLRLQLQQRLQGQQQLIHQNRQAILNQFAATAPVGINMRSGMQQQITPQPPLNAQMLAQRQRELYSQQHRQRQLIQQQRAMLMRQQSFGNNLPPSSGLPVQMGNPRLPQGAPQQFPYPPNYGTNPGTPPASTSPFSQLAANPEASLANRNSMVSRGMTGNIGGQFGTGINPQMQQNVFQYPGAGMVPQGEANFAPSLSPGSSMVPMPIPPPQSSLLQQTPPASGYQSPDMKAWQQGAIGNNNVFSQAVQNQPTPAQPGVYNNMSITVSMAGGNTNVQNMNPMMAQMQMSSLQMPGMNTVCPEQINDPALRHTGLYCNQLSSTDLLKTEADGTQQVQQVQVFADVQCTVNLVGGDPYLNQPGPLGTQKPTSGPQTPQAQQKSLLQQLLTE
MC4R ag barr – agonists of human melanocortin 4 receptor (MC4R) beta-arrestin. P32245. U2OS MC4R beta-arrestin complementation, luminescence; percent of melanotan II response, DMSO zero. activation, % at 8.9 µM. 0.98% of 360,000 active;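 active = activation above a per-plate cutoff, the mean activation of sample wells on that plate plus 3 SD, cut at about 8% in these data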
LRH-1 inv ag – suppresses constitutive activity of human LRH-1; O00482; HEK293T StAR-luciferase reporter, LRH-1 transfected, 24 h; inhibition, % at 3.6 µM; 0.13% of 360,000 active;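 active = inhibition above the mean inhibition of all tested compounds plus 3 SD, cut at about 73% in these data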;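 note: 0% = DMSO wells and 100% = reporter-only cells lacking LRH-1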
TLR9-MyD88 block – TLR9-MyD88 interaction inhibition; Q9NR96+Q99836; CHO BLA complementation TLR9-MyD88, CCF4 FRET ratio; inhibition, % at 4.98 µM; 0.21% of 340,000 active; AID 504734;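 active = inhibition above the mean over all tested compounds plus 3 SD, cut at about 21% in these data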;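 note: 0% = DMSO only wells and 100% = clavulanate BLA inhibitor control wells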
* marks the source's active call; other numbers are inactive results.

SMILES | SRC2 inh | ABHD5-PLIN5 inh | MC4R antag cAMP | NR2F2 inh | NCOA3 inh | NOD2-RIPK2 inh | EBV LMP1 NFkB | NCOA1 inh | MC4R ag barr | LRH-1 inv ag | TLR9-MyD88 block
COc1ccc(-c2cn(Cc3ccc(C)cc3)nn2)cc1 | -17.7 | -2.1 | -1.0 | -43.9 | -83.7 | -4.1 | -4.9 | -77.0 | 0.5 | -71.0 | -5.4
O=C1/C(=C/c2ccccn2)SC(=S)N1CCc1ccccc1 | 1.0 | 6.2 | 1.6 | -17.1 | -24.8 | -15.9 | -3.3 | -15.1 | -2.1 | -11.0 | 9.9
O=C(COC(=O)c1cc2ccccc2oc1=O)Nc1ccc(F)cc1F | -78.4 | -2.6 | 10.3 | -30.2 | -67.1 | -9.4 | -23.4 | -78.7 | -1.3 | -87.7 | -4.4
NC(=O)c1ccc(SCC(=O)OCC(=O)N2CCCCC2)c([N+](=O)[O-])c1 | 9.2 | 1.9 | 7.2 | 5.3 | -2.2 | -2.2 | -0.4 | -4.8 | 1.5 | 10.9 | -8.0
O=C(NCCC1=CCCCC1)C1CCC(=O)N(Cc2ccc(Cl)cc2)C1 (configuration not stated) | -36.5 | 8.8 | 4.3 | -6.9 | -5.4 | -1.1 | 12.8 | -1.7 | 1.0 | 15.7 | -7.5
CCC(=O)OC1(C)C(=O)C=C2C=C(C3CC3)OC=C2C1=O (configuration not stated) | 14.8 | 4.8 | 10.8 | 12.3 | -1.4 | -7.8 | 6.7 | -6.1 | 1.1 | -18.5 | 5.4
CSc1ccc(S(=O)(=O)N2CCC(C(=O)NCc3cccnc3)CC2)cc1 | -1.9 | -5.1 | 6.5 | 5.5 | -26.2 | -4.6 | -7.0 | 0.4 | -0.1 | -6.8 | -10.1
CC(NC(=O)CSCc1ccc(Br)cc1)c1ccccc1 (configuration not stated) | 13.7 | -4.3 | 0.5 | -5.2 | -1.8 | 10.7 | 11.7 | 9.3 | 0.0 | 12.8 | -4.7
COc1ccc(Nc2nc(Nc3ccc(OC)cc3)nc(SC3=NCCS3)n2)cc1 | -8.1 | -6.0 | 14.0 | 11.3 | 10.4 | -15.0 | -4.7 | 4.7 | -1.5 | 41.8 | -4.8
Cc1cccc(N(CC(=O)N2CCCCCC2)S(C)(=O)=O)c1 | -5.6 | -2.0 | 16.9 | 2.9 | 5.3 | 2.9 | -5.9 | 15.5 | -1.3 | -5.8 | -9.9
O=C(c1ccccc1Cl)N1N=C(c2ccc(Br)cc2)CC1c1nc2ccccc2[nH]1 (configuration not stated) | -26.8 | -6.0 | -1.2 | -4.8 | -6.7 | 10.7 | -6.9 | -39.5 | -0.3 | -0.8 | 3.5
CN(CCc1cnn(C)c1)Cc1cn(C)nc1-c1ccccc1F | -1.2 | -4.5 | 5.2 | -2.6 | 4.9 | 5.8 | 7.0 | -46.6 | -2.3 | 9.0 | -4.8
N#C/C(=C\c1ccc(O)c(O)c1)S(=O)(=O)c1ccccc1 | 2.9 | -1.7 | -0.5 | 7.9 | -13.2 | -10.2 | -18.0 | -8.9 | -3.0 | 0.5 | -6.4
CC(C)CN(C(=O)COC(=O)CN1C(=O)c2ccccc2C1=O)c1c(N)n(Cc2ccccc2)c(=O)[nH]c1=O | -17.7 | -0.2 | 10.8 | -3.0 | 12.2 | -2.9 | 8.1 | 2.1 | -3.2 | -4.0 | -6.2
NS(=O)(=O)c1ccc(CCNC(=O)CSc2nc3ccsc3c(=O)n2CC(=O)O)cc1 | 4.8 | -3.4 | 2.3 | 0.7 | 7.9 | 2.0 | 4.3 | 5.8 | -3.4 | 7.6 | 3.7
O=C(COC(=O)c1cccc(NS(=O)(=O)/C=C/c2ccccc2)c1)Nc1ccccc1OC(F)F | 8.3 | 9.5 | 0.3 | 16.6 | 14.5 | -4.2 | 6.2 | -3.9 | 3.2 | -2.1 | -3.5
CCc1nc(C)cn1S(=O)(=O)c1ccc([N+](=O)[O-])cc1 | -23.3 | -4.0 | 1.7 | -13.4 | -3.0 | -0.7 | 4.6 | -32.3 | -1.1 | -4.2 | -4.2
O=S(=O)(NNc1cccc(Cl)n1)c1ccc(Cl)cc1 | -9.2 | 0.6 | -2.7 | 2.7 | 3.3 | -11.8 | 2.1 | -26.8 | -0.7 | 21.2 | 10.5
COc1ccccc1NCC(=O)N/N=C/c1c(O)ccc2ccccc12 | 18.8 | -3.1 | 0.8 | -10.7 | 19.9 | -1.8 | -3.9 | 22.4 | 0.5 | 5.0 | -2.2
COC(=O)[C@]1(Cc2ccccc2)N[C@H](CN(C)C(=O)Nc2ccccc2)[C@@H]2C(=O)N(Cc3ccccc3)C(=O)[C@@H]21 | 18.2 | 4.9 | 7.8 | -24.0 | -5.0 | -3.9 | 1.1 | -4.4 | -0.1 | 6.1 | -12.6
Cn1c(CCNC(=O)c2ccccc2)nc2cc(NC(=O)C3CCCCC3)ccc21 | -20.5 | 3.1 | 8.6 | 0.0 | -14.3 | -13.3 | -3.8 | -15.6 | -0.3 | 8.5 | 5.5
COC(=O)CSc1nnc(NC(=O)c2ccc3c(c2)OCO3)s1 | -60.9 | 0.8 | 8.5 | -10.1 | -77.8 | 0.7 | 3.1 | -84.5 | -0.6 | -84.5 | -9.3
CCOC(=O)C1=C(CN2CCN(C(=O)c3ccco3)CC2)NC(=O)NC1c1ccc(OC)cc1 (configuration not stated) | 6.2 | -5.9 | -1.4 | -14.0 | -11.9 | -1.1 | -2.6 | 8.3 | -1.5 | -11.0 | -5.6
COc1ccc(COc2cc(-c3cccc(OC)c3)nc3ccc(NC(=O)c4cccnc4)cc23)cc1 | 8.6 | 5.9 | 33.1* | 5.3 | 21.4 | 2.2 | -13.6 | -12.2 | -2.1 | 17.0 | -5.6
O=C(O)c1c(Cl)c(Cl)c(Cl)c(Cl)c1C(=O)N1CCCC1 | 14.0 | -1.3 | 3.8 | 3.4 | -2.5 | -5.9 | -8.4 | -3.0 | 0.3 | -17.7 | -3.9
Cc1ccc(S(=O)(=O)NC(C)C(=O)Nc2cccc([N+](=O)[O-])c2)cc1 (configuration not stated) | 18.7 | 3.7 | 5.0 | -1.3 | 22.9 | 3.8 | -39.0 | -9.3 | -1.2 | 16.9 | 7.6
CCOc1cc(C(=O)N/N=C/c2cn(-c3ccccc3)nc2-c2cc3ccccc3o2)cc(OCC)c1OCC | -50.5 | -8.0 | -3.7 | -70.3 | -85.6 | 2.3 | -37.6 | -60.7 | 2.4 | -53.1 | -2.2
CCOCCCNC(=O)CNC(=S)N(Cc1ccc(C)cc1)Cc1ccco1 | 13.7 | -1.1 | 15.8 | 1.5 | 5.8 | 2.0 | 4.5 | 0.1 | -2.6 | 13.2 | 5.1
COc1ccc(Cc2nc(-c3cccc(C)c3)no2)cc1 | -65.8 | -6.2 | 16.0 | -40.1 | -71.0 | -0.6 | -0.9 | -90.8 | -0.4 | -104.7 | 1.1
NC(=S)NNc1cccc2cccnc12 | -20.6 | -0.6 | -6.2 | -11.5 | -6.9 | -8.3 | -4.3 | 11.6 | 1.8 | 18.1 | -0.8

Some of the entries so far, tab-delimited:
SMILES	SRC2 inh	ABHD5-PLIN5 inh	MC4R antag cAMP	NR2F2 inh	NCOA3 inh	NOD2-RIPK2 inh	EBV LMP1 NFkB	NCOA1 inh	MC4R ag barr	LRH-1 inv ag	TLR9-MyD88 block
O=C(O)c1c(Cl)c(Cl)c(Cl)c(Cl)c1C(=O)N1CCCC1	14.0	-1.3	3.8	3.4	-2.5	-5.9	-8.4	-3.0	0.3	-17.7	-3.9
NC(=S)NNc1cccc2cccnc12	-20.6	-0.6	-6.2	-11.5	-6.9	-8.3	-4.3	11.6	1.8	18.1	-0.8

Continuation.
SMILES | SRC2 inh | ABHD5-PLIN5 inh | MC4R antag cAMP | NR2F2 inh | NCOA3 inh | NOD2-RIPK2 inh | EBV LMP1 NFkB | NCOA1 inh | MC4R ag barr | LRH-1 inv ag | TLR9-MyD88 block
Nc1cc([N+](=O)[O-])ccc1Nc1ccccc1 | -7.5 | 1.9 | -3.8 | -9.3 | 3.0 | -10.2 | -1.9 | -13.5 | -3.1 | -1.4 | 2.8
C#Cc1ccc(CN2CCC(Oc3ccc(C(=O)NCc4ccccn4)cc3)CC2)cc1 | -8.9 | -4.7 | -2.1 | 2.0 | 0.6 | -13.9 | 9.1 | 0.8 | -1.8 | -6.5 | 4.3
CC1(C)CC(=O)C(C=N)=C(O)C1 | 1.5 | -0.9 | 0.8 | 0.1 | 5.6 | 4.1 | 2.9 | -7.8 | -0.1 | -2.9 | 6.6
Cc1cc(C(=O)Nc2ccccc2C)on1 | -49.2 | 1.8 | 10.3 | -7.6 | 5.0 | 1.4 | 7.4 | -13.0 | 0.8 | 6.5 | 5.7
CCN(CC(=O)NCc1cccs1)C(=O)/C=C/c1cc(Br)ccc1OC(F)F | -0.6 | -1.7 | -4.8 | 8.0 | -8.7 | 2.4 | 1.2 | 8.5 | 2.0 | 9.9 | -1.9
CN(C(=O)C1CCC(=O)N(C2CC2)C1)C1CCCCC1 (configuration not stated) | 7.9 | -0.2 | 3.9 | -23.4 | 5.7 | -9.2 | -2.1 | -1.4 | -2.0 | -9.1 | -6.7
CCN(C(=O)COc1ncnc2ccc(Br)cc12)C1CCS(=O)(=O)C1 (configuration not stated) | 23.1 | -6.8 | 2.4 | -9.7 | 18.5 | -3.9 | -2.7 | -14.8 | 0.4 | -0.5 | -2.4
Cc1oc(-c2ccccc2F)nc1CSCC(=O)NC1CCC(C)CC1 (configuration not stated) | 11.1 | -3.9 | -1.9 | 18.0 | -2.3 | 2.0 | -10.1 | 7.2 | 1.8 | 19.7 | -3.6
CCOc1ccccc1NC(=O)C(OC(=O)c1cc(C)oc1C)c1ccccc1 (configuration not stated) | -39.1 | 1.7 | 19.8 | -6.0 | 10.7 | -17.4 | 5.7 | -0.4 | 1.1 | 7.8 | -17.6
C#CCNC(=O)C1=C[C@H](c2coc3ccccc3c2=O)C[C@H](OCc2ccc(CO)cc2)O1 | 10.3 | 9.0 | 2.7 | -19.5 | -36.8 | -1.5 | -16.5 | -6.5 | -1.1 | 1.6 | 6.5
CCN1CCCC1CNc1ccc(S(C)(=O)=O)cc1[N+](=O)[O-] (configuration not stated) | 4.6 | 5.0 | -5.3 | 10.2 | 13.7 | -0.7 | 2.8 | -1.4 | -1.6 | 5.1 | 3.5
CN(C)C(=O)COC(=O)c1cc(Cl)cc(Cl)c1N | 9.3 | 3.7 | 0.7 | 5.0 | 5.2 | -6.8 | -7.4 | 5.8 | -1.1 | 3.9 | 0.1
Cc1ccc(N(CC(N)=O)C2SC(=O)N(Cc3cccc(C(=O)O)c3)C2=O)cc1 (configuration not stated) | 14.1 | -0.2 | 4.8 | -1.4 | -10.3 | -5.2 | -4.1 | 12.1 | 0.4 | 6.4 | 0.6
C[C@@H]1CN([C@@H](C)CO)C(=O)CCCn2cc(nn2)CO[C@H]1CN(C)S(=O)(=O)c1ccc2c(c1)OCCCO2 | -18.7 | -1.1 | -0.7 | -10.4 | -14.6 | -0.8 | -0.5 | 10.2 | -0.2 | 10.0 | -0.8

Not all compounds are listed; count on the stated rates, not on these rows.
